Compound activity as filed in PubChem.
HEK293 tox = HEK 293 cell cytotoxicity. HEK 293 viability, ATP luminescence (CellTiter-Glo), 48-72 h. Potency, µM (doses to about 115 µM), without a hit: at the top dose activity change, negative = cytotoxicity, usual class: inhibitors. AID 1345083. 94,000 tested, 6.6% active; note: potency is the fitted concentration of half-maximal effect; nearly all actives have a fitted effect of over 60% in size
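Luminescence from cellular ATP, measured with CellTiter-Glo, indicates HEK 293 viability. Cells plated at 250 cells/well are treated with compound for 48 or 72 hr at 37 degree Celsius before reagent addition.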
3T3 cytotox = kills NIH 3T3 cells; NIH 3T3 viability, CellTiter-Glo ATP luminescence, 48-72 h; Potency, µM (highest dose often 96.7 µM), without a hit: at the highest dose activity change, negative = cytotoxicity, hits mostly inhibitors; 94,000 tested, 4.3% active; AID 1345082; note: potency is the fitted concentration of half-maximal effect; nearly all actives have a fitted effect of over 55% in size
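NIH 3T3 cells at 400 cells/well received 23 nL of compound by pintool and were incubated 48 or 72 h at 37 °C. Viability was read as ATP-coupled CellTiter-Glo luminescence.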
SNCA expr inh = SNCA gene expression inhibition. HEK-293 SNCA-luciferase knock-in, luminescence, 24 h. Potency, µM (titrated, usually from 57.2 µM), for the others: top-dose activity change, negative = inhibition, hits mostly inhibitors. 140,000 tested, 0.17% active;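 note: potency is the fitted concentration of half-maximal effect; plate controls were DMSO cells for no effect and cell-free wells for full effect; nearly all actives have a fitted effect of over 45% in size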
HEK293 viab = counter-screen for SNCA expression inhibitors: cell viability; Potency, µM (titrated, usually from 57.1 µM), for inactives: at the top dose activity change, negative = cytotoxicity, actives largely listed as cytotoxic; HEK-293-SNCA-luc viability, GF-AFC fluorescence, 24 h; 150,000 tested, 0.12% active;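 note: potency is the fitted concentration of half-maximal effect; 0% = DMSO-treated cells and -100% = medium-only wells without cells; nearly all actives have a fitted effect of over 30% in size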
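Cytotoxicity counterscreen: after 24 h compound treatment of genome-edited SNCA-luciferase HEK-293 cells, live-cell protease substrate GF-AFC read by fluorescence after 30 min; activity scaled between DMSO (0%) and medium-only (-100%), curves Hill-fitted.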
IP6K1 inh = IP6K1 kinase inhibition; IP6K1 kinase, ADP-Glo luminescence, 2 h; active compounds read low; Q92551; 140,000 tested, 0.81% active; activity change, % (series mostly up to about 58 µM); AID 1645851; in the data active = activity change below about -25%
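ADP-Glo luminescence measures ADP made by human IP6K1 during a 2 h RT reaction with ATP/IP6 (mix at 1.3 mM/130 uM); top library doses 57.5 and 19.1 uM final.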
FLuc inh = blocks purified firefly luciferase enzyme activity. P08659. purified P. pyralis luciferase, luminescence, biochemical. Potency, µM (titrated, usually from 115 µM), inactives show top-dose activity change, negative = inhibition, usual class: inhibitors. 76,000 tested, 2.5% active. AID 1347043; note: potency is the fitted concentration of half-maximal effect; nearly all actives have a fitted effect of over 65% in size
Target sequence (P08659 whole entry, looked up): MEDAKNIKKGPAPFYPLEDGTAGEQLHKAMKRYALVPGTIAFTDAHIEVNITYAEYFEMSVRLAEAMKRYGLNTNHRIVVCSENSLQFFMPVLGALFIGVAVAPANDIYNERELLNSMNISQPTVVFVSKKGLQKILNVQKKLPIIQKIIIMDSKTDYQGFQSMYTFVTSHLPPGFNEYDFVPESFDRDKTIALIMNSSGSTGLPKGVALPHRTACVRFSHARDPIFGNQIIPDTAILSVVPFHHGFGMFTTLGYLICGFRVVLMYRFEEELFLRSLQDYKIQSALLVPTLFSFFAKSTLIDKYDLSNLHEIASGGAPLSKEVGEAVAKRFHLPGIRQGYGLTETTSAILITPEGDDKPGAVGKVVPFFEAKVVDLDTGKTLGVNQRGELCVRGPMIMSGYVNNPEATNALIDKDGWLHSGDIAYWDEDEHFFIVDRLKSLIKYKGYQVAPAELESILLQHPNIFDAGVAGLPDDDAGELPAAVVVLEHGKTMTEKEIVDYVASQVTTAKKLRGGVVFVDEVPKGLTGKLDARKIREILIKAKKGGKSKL
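Purified 10nM P. pyralis luciferase with 10uM D-luciferin and 10uM ATP in 50mM Tris acetate pH 7.5, 10mM Mg acetate, 0.01% Tween-20, 0.05% BSA. qHTS titration; luminescence read by CCD imager.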
GPT2 inh = GPT2 alanine aminotransferase inhibition | Recombinant GPT2, coupled pyruvate oxidase/HRP Amplex Red fluorescence | Potency, µM (titrated, usually from 57.7 µM), inactives show top-dose activity change, negative = inhibition, actives largely listed as inhibitors | 100,000 tested, 0.25% active | AID 1671188; note: potency is the fitted concentration of half-maximal effect; nearly all actives have a fitted effect of over 60% in size; many of its hits are not listed in these tables
Target sequence (Q8TD30 whole entry, looked up): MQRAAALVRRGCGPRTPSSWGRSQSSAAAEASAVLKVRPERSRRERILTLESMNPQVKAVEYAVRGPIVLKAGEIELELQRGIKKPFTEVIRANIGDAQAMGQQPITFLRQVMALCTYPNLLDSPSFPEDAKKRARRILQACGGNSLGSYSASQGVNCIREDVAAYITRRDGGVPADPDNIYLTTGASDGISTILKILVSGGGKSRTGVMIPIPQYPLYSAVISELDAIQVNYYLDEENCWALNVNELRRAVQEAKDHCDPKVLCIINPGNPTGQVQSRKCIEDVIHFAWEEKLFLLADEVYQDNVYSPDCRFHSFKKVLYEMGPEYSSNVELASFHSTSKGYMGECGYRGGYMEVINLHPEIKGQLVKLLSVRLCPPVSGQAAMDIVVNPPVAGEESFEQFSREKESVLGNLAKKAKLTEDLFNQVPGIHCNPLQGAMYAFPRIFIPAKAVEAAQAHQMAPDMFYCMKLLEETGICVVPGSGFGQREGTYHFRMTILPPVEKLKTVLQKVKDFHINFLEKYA
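GPT2 10ng/uL, a-KG 250uM, L-Ala 2mM, HEPES pH7.5 + 0.0001% Tween; 30 min RT. Then Amplex mix (PO/HRP/ThPP), 30 min RT dark, fluorescence. AOA 50uM used as positive control.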
Active calls of the source: *; i = inactive; ? = inconclusive; . = not tested or not shown; [ ] = dose if it differs, or a comment. Unless noted, calls come from the whole dose curve; as a rule, active = well fitted curve in the direction sought with a large enough effect; inconclusive = small, poorly fitted or top-dose-only effect, or another doubt; inactive = no such curve, though single readings can be large; an effect the other way counts as inactive or inconclusive. Unless noted, % is set by controls: 0 for no effect and ±100 for the full control effect.

Screens in order: HEK293 tox	3T3 cytotox	SNCA expr inh	HEK293 viab	IP6K1 inh	FLuc inh	GPT2 inh
> Cc1ccc(NC(=O)Cn2ccn(-c3ccccc3)c(=O)c2=O)cc1
  .	.	-10%	3%	-13	.	.
> COc1ccc(-n2nc(C(=O)N3CCN(c4cccc(C)c4)C(C)C3)c3c4ccccc4n(C)c3c2=O)cc1Cl (centres undefined)
  .	.	33%[activator]	15%	-11	.	.
> Cc1ccc(-c2cc(N3CCCN(C(=O)Cc4cccs4)CC3)n[nH]2)cc1C
  ?	?	-28%	-17%	2	-21%	?
> COc1cccc(NC(=O)C2N(C(C)C)C(=O)C23CCCC3)c1 (centres undefined)
  -4%	i	-15%	2%	-1	-6%	i
> COc1cc(NC(=O)CCN2CCN(CCO)CC2)cc(OC)c1
  .	.	-8%	-9%	-7	.	.
> CC(C)c1noc(-c2cccn3c(CNC(=O)c4ccccc4Cl)nnc23)n1
  i	1%	-13%	4%	-2	-7%	-17%
> O=C1N(Cc2ccccn2)C[C@H]2CN(Cc3cccc(OC(F)(F)F)c3)CCN12
  ?	?	3%[87.6 µM]	-9%[87.6 µM]	-3	-5%[172 µM]	?
> Cc1cc(C(=O)N2[C@@H]3CC[C@H]2CC(NC(=O)c2ccc(F)cc2)C3)nn1C (some centres undefined)
  -1%	-11%	16%	4%	8	-10%	i
> O=C(NCCCc1nc2ccccc2n1Cc1ccc(F)cc1)C1CCCCC1
  .	.	-10%	-21%	17	.	.
> CCOc1cc(C)c(CN2CCC3(C2)CN(C)C(=O)O3)cc1C(C)C (centres undefined)
  ?	?	7%	1%	14	14%	1%[11.5 µM]
> Cc1ccc(SCCNC(=O)CN(c2ccccc2)S(=O)(=O)N(C)C)cc1
  .	.	0%	1%	16	.	.
> N#Cc1cccc(C(=O)NC2CCN(c3cc(-c4ccc(F)cc4)[nH]n3)C2)c1 (centres undefined)
  45µM*	?	?	-16%	5	-5%	?
> O=C(NC1CCN(Cc2ccc(-c3ccsc3)cc2)C1)c1ccc(Cl)cc1 (centres undefined)
  -14%	-25%	2%	5%	13	.	-6%
> Cc1noc(C)c1[S+](=O)([O-])N1CCCC(c2nnc3n2C(C(=O)O)CC3)C1 (centres undefined)
  i	1%	3%	5%	3	.	i
> Cc1cccc(C(=O)N2CCc3cc(CNS(=O)(=O)c4ccc(Cl)s4)ccc32)c1
  .	.	1%	-3%	18	.	.
> O=C(C1CCCN1C(=O)c1cccc(-c2ccccn2)c1)N1CCC(Cc2ccccc2)CC1 (centres undefined)
  ?	?	-17%	-21%	21	.	i
> O=C1CC(c2ccccc2)N(C(=O)CNC(=O)c2cc(C3CC3)[nH]n2)CCCCCCN1 (centres undefined)
  i	?	9%	-5%	27	-9%	-8%
> COc1cc(-c2cn(C3CCc4c(F)cccc4N(CC(F)(F)F)C3=O)nn2)ccc1-n1cnc(C)c1 (centres undefined)
  .	.	.	-32%	17	.	i
> CN1CC(C(=O)NCc2ccc(C(F)(F)F)cc2)NC1=O (centres undefined)
  2%[172 µM]	-11%[138 µM]	29%[87.6 µM]	-12%[12.5 µM]	18	.	i
> COc1ccc(Nc2nccc3c(=O)cc(N4CCOCC4)oc23)cn1
  -32%[172 µM]	89µM*	?	?	-4	11%[172 µM]	?
> Cc1cc(C)cc(-c2ccc(C(=O)N3CCC(Oc4cccnc4)CC3)cn2)c1
  ?	?	-18%	18%	-5	-12%	0%
> COc1ccc(CN2Cc3[nH]nc(-c4ccccc4OC)c3CC2=O)cc1
  ?	?	-11%[87.6 µM]	-24%[87.6 µM]	14	1%[172 µM]	-6%[88.5 µM]
> CCc1ccc(S(=O)(=O)N2CCC(n3cnnc3CC)CC2)cc1
  -26%	?	5%	11%	12	8%	5%
> COc1cccc2sc(N(Cc3cccnc3)C(=O)COc3ccccc3)nc12
  .	.	20%	-2%	-6	.	.
> C[S+](=O)([O-])N1C[C@H](C(=O)Nc2ccccc2)C[C@@H]1c1ccc(F)cc1
  ?	-8%[138 µM]	-4%[87.6 µM]	-3%[87.6 µM]	14	-14%[172 µM]	-9%[88.5 µM]
> Cc1ccccc1-c1noc(-c2ccc(NC3CCCC3)c([N+](=O)[O-])c2)n1
  .	.	?	9%	16	.	.
> Oc1ccc(-c2nc(C3CC3)nc3c2CCN(Cc2cccnc2)CC3)cc1
  -29%	?	-16%	5%	23	0%	0%
> O=C1NC2(CCCN(C(=O)c3ccccc3F)C2)Oc2ccccc21 (centres undefined)
  ?	?	-2%[87.6 µM]	?	1	-11%[172 µM]	i
> CN1CCC(C(=O)N2Cc3ccccc3CC3(CCCCN3Cc3ccncc3)C2)CC1 (centres undefined)
  -17%	-7%	-11%	-12%	-12	.	-14%
> CNC(=O)N1C[C@@H](Oc2ccccc2)C[C@H]1C(=O)NCCOC
  -16%	0%	10%	1%	30	1%	-7%

Whole records as entered above:
Cc1ccc(-c2cc(N3CCCN(C(=O)Cc4cccs4)CC3)n[nH]2)cc1C as listed: HEK293 tox: ?; 3T3 cytotox: ?; SNCA expr inh: -28%; HEK293 viab: -17%; IP6K1 inh: 2; FLuc inh: -21%; GPT2 inh: ?
COc1ccc(Nc2nccc3c(=O)cc(N4CCOCC4)oc23)cn1 as listed: HEK293 tox: -32%[172 µM]; 3T3 cytotox: 89µM*; SNCA expr inh: ?; HEK293 viab: ?; IP6K1 inh: -4; FLuc inh: 11%[172 µM]; GPT2 inh: ?
O=C1N(Cc2ccccn2)C[C@H]2CN(Cc3cccc(OC(F)(F)F)c3)CCN12 as listed: HEK293 tox: ?; 3T3 cytotox: ?; SNCA expr inh: 3%[87.6 µM]; HEK293 viab: -9%[87.6 µM]; IP6K1 inh: -3; FLuc inh: -5%[172 µM]; GPT2 inh: ?

Some of the entries so far, field by field.
COc1ccc(CN2Cc3[nH]nc(-c4ccccc4OC)c3CC2=O)cc1
  HEK293 tox: ?
  3T3 cytotox: ?
  SNCA expr inh: -11%[87.6 µM]
  HEK293 viab: -24%[87.6 µM]
  IP6K1 inh: 14
  FLuc inh: 1%[172 µM]
  GPT2 inh: -6%[88.5 µM]
CCc1ccc(S(=O)(=O)N2CCC(n3cnnc3CC)CC2)cc1
  HEK293 tox: -26%
  3T3 cytotox: ?
  SNCA expr inh: 5%
  HEK293 viab: 11%
  IP6K1 inh: 12
  FLuc inh: 8%
  GPT2 inh: 5%
COc1cccc2sc(N(Cc3cccnc3)C(=O)COc3ccccc3)nc12
  HEK293 tox: .
  3T3 cytotox: .
  SNCA expr inh: 20%
  HEK293 viab: -2%
  IP6K1 inh: -6
  FLuc inh: .
  GPT2 inh: .
C[S+](=O)([O-])N1C[C@H](C(=O)Nc2ccccc2)C[C@@H]1c1ccc(F)cc1
  HEK293 tox: ?
  3T3 cytotox: -8%[138 µM]
  SNCA expr inh: -4%[87.6 µM]
  HEK293 viab: -3%[87.6 µM]
  IP6K1 inh: 14
  FLuc inh: -14%[172 µM]
  GPT2 inh: -9%[88.5 µM]

Next part
Screens in order: HEK293 tox	3T3 cytotox	SNCA expr inh	HEK293 viab	IP6K1 inh	FLuc inh	GPT2 inh
> Cc1ccccc1C(=O)Nc1cccc(-c2cn3cccnc3n2)c1
  .	.	43%[activator]	12%	52	.	.
> CN(Cc1cccnc1)C(=O)CC(c1ccccc1)c1ccccc1F (centres undefined)
  ?	-22%	-5%	-7%	23	0%	-11%
> O=C(Cn1c(=O)ccc2cc(S(=O)(=O)N3CCCC3)ccc21)Nc1ccc(Cl)cc1
  .	.	-10%	4%	-2	.	.
> CCCCOC(=O)c1ccc(NC(=O)/C(C#N)=C/c2ccc(-c3ccccc3)o2)cc1
  .	.	12%	6%	11	.	.
> O=C(c1ccsc1)N1CCCC1c1nc(C2CCOCC2)no1 (centres undefined)
  -2%	-5%	-15%	-21%	7	-14%	i
> COCC[C@]1(O)CCN(C(=O)c2cccc(S(N)(=O)=O)c2)C[C@H]1C
  1%	-2%	-3%	-1%	-11	3%	3%
> CCC(CC)CN1C[C@]23C=C[C@H](O2)C(C(=O)N2CC(n4nc(C)cc4C)C2)C3C1=O (some centres undefined)
  -1%	-1%	23%	?	-14	-8%	i
> COC(=O)c1cc2oc3ccccc3c2n1Cc1nc(-c2ccccc2C)oc1C
  .	.	18%	9%	-22	.	.
> Cc1cc(C)n(C2CN(C(=O)COc3ccc(Cl)cc3Cl)C2)n1
  -2%	-13%	35%[activator]	3%	-5	-15%	i
> COc1ccc(Cl)cc1S(=O)(=O)N1CCC(c2c[nH]c3c(C)cccc23)CC1
  ?	?	0%	-3%	-10	-9%	-8%
> CCOCCCn1c(=N)c(C(=O)NC(C)c2ccccc2)cc2c(=O)n3cccc(C)c3nc21 (centres undefined)
  .	.	-5%	?	0	.	.
> COc1nc2nc(CCc3ccccc3)n(C)c2cc1-c1ccc(CO)cc1
  ?	?	7%[87.6 µM]	-20%[87.6 µM]	-2	?	2%[88.5 µM]
> CCc1ccccc1S(=O)(=O)N1CCC(n2cnnc2CC)CC1
  -1%	-6%	-10%	0%	1	-8%	-1%
> CCOC(=O)c1c(C)oc2nc(C)nc(NCCc3ccc(SC)cc3)c12
  .	.	24%	13%	-9	.	.
> CS(=O)(=O)N1CCC(C2CCN(C(=O)c3ccc4c(c3)OCO4)C2)CC1 (centres undefined)
  2%	-4%	-3%	6%[12.5 µM]	24	3%	i
> COc1ccc(OC)c(-n2cnc3cc(C(=O)NC4CCCC4)ccc32)c1
  .	.	24%	0%	6	.	.
> COc1cccc(NC(=O)N[C@H]2C[C@@H](C(=O)N[C@@H](CCCNC(=O)C=C(C)C)C(N)=O)N(C(=O)C=C(C)C)C2)c1
  i	-5%	10%	3%	-13	2%	-12%
> O=C(Cn1nc2n(c1=O)CCCC2)NCc1ccc2c(c1)OCO2
  -1%	-11%	-15%	4%	-1	-5%	-4%
> COc1cccc(NS(=O)(=O)c2ccc(-c3cc(C)no3)s2)c1
  .	.	-24%	-4%	16	.	.
> Cc1cnc(-c2ccncc2)n1CC1CN(C(=O)CCc2ccccc2)C1
  0%	-17%	28%	6%	14	.	-6%
> N#Cc1cccc(-c2ncc3c(n2)OCCN(Cc2ccc(F)cc2F)C3=O)c1
  ?	i	31%[activator][87.6 µM]	5%[87.6 µM]	3	1%[172 µM]	-7%[88.5 µM]
> CNC(=O)[C@@H]1C[C@H](Oc2ccccc2)CN1C(=O)c1ccc(OC)nc1
  i	-7%	14%	-27%	24	0%	i
> COc1ccccc1CNC(=O)C1CC(=O)N(c2n[nH]c3cccc(F)c23)C1 (centres undefined)
  -27%	2%	-29%	2%	-4	6%	i
> Cc1noc([C@H]2CCN(Cc3ccccc3F)C[C@H]2NC(=O)C2CC2)n1
  -8%	-7%	-30%	-8%	21	-1%	4%
> Cc1cccc(NC(=O)N2CCC(Oc3ncccc3C(=O)N3CCOCC3)C2)c1C (centres undefined)
  -6%	-11%	-1%	14%	24	1%	i

Looked up above:
For SNCA expr inh, COc1cccc(NS(=O)(=O)c2ccc(-c3cc(C)no3)s2)c1 has the entry -24%
For HEK293 viab, CCCCOC(=O)c1ccc(NC(=O)/C(C#N)=C/c2ccc(-c3ccccc3)o2)cc1 has the entry 6%
